Screening results deposited in PubChem BioAssay by several laboratories.
XIAP antagonists = XIAP antagonists, biochemical, IAP family, fluorescence polarization (AID 1018); XIAP BIR domain, fluorescence polarization peptide displacement; higher % means a stronger effect; one-dose displacement, % at 20 µM; IC50 in µM for titrated hits; 200,000 compounds, 0.007% hits; in the data active = displacement above about 50%; also: a part of the inactive calls stands beside numbers as strong as those of hits
RSV CPE inhibition = RSV antiviral activity via CPE protection, HEp-2 cells, primary 10 µM value included (AID 2391); HEp-2 cells, RSV-induced CPE inhibition; higher % means a stronger effect; one-dose CPE inhibition, % at 10 µM; IC50 in µM for titrated hits; 310,000 compounds, 0.13% hits; in the data active = a potency from the dose series; inconclusive = CPE inhibition mostly from about 23% at the one dose, without a potency; inactive = the rest, 99 in 100 with CPE inhibition below about 21%; also: strong numbers were not always called active
UTI89 phage lysis = inhibition of K1F phage lysis, E. coli UTI89, bacterial capsule biogenesis inhibitors, alamar blue (AID 488966); E. coli UTI89 K1F phage lysis, alamar blue, 2 h; higher % means a stronger effect; inhibition, % at 100 µM, or IC50 in µM where a hit was titrated; 340,000 compounds, 0.02% hits;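 active = phage lysis inhibition, versus mean bacterial control, above a set limit; inconclusive = no clear call, values can overlap the other calls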;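 also: capsule biogenesis inhibitors block K1F phage lysis so surviving cells raise fluorescence; higher fluorescence means more inhibition of phage lysis; actives were called in the ten point dose series up to 300 µM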
West Nile antiviral = West Nile virus antiviral activity, cell-based, CPE readout (AID 1621). West Nile virus-infected cells, CPE inhibition; higher % means a stronger effect. CPE inhibition, % at 10 µM, or IC50 in µM where a hit was titrated. 290,000 compounds, 0.02% hits; in the data active = a potency from the dose series; inconclusive = CPE inhibition mostly from about 3.7% at the one dose, without a potency; inactive = the rest, 99 in 100 with CPE inhibition below about 2.2%; also: strong numbers were not always called active
SV40 large T antigen = TAg ATPase/helicase activity blockers – biochemical (AID 1903). SV40 large T antigen ATPase/helicase inhibition assay; higher % means a stronger effect. 310,000 compounds, 0.39% hits. inhibition, % at 20 µM; hits with a dose series show IC50 in µM; in the data active = a potency from the dose series; inconclusive = inhibition mostly from about 32% at the one dose, without a potency; inactive = the rest, 99 in 100 with inhibition below about 32%; also: strong numbers were not always called active
Yfh1-depleted yeast = enhancers of respiration in Yfh1-depleted yeast, dose response, Friedreich's ataxia, plus single-dose screen (AID 1465) | fold induction at 50 µM; hits with a dose series show EC50 in µM | S. cerevisiae Yfh1-off respiration, WST-1 reduction, 72 h; higher fold induction means a stronger effect | 220,000 compounds, 0.074% hits;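 active = fold induction of absorbance versus untreated yeast above a set limit, then at least 30% activation at any dose in follow-up; inconclusive = repeats straddling the limit, or above it without dose testing; inactive = fold induction below the set limit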;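 also: activators that raise dye reduction in frataxin-depleted yeast; strong numbers were not always called active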
Dengue-2 NS5 capping = flavivirus cap methylation enzyme inhibition – biochemical, confirmation dose response, primary screen (AID 588689). Dengue-2 NS5 methyltransferase capping enzyme assay, biochemical; higher % means a stronger effect. inhibition, % at 25 µM; hits with a dose series show IC50 in µM. 340,000 compounds, 0.3% hits; in the data active = a potency from the dose series; inconclusive = inhibition above about 29% without an active follow-up result
WT yeast gro inh = growth inhibition of WT yeast, mitochondrial fusion screen | mitochondrial fusion phenotypic screen, WT strain | inhibition, % at 10 µM | 190,000 compounds, 2.1% hits; in the data active = inhibition above about 58%; tested in S. cerevisiae
ER stress rescue = protection against thapsigargin-triggered cell killing – 384-well, CSM14.1, ATP luminescence, primary screen (AID 1222) | CSM14.1 thapsigargin-induced death rescue, ATP luminescence; higher % means a stronger effect | one-dose cellular ATP content (survival), % at 20 µM; EC50 in µM for titrated hits | 190,000 tested, under 10 active;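 active = EC50 below 50 µM in the dose-response confirmation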;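 also: death triggered by thapsigargin at about 15 µM added after 2 h compound pretreatment; cell ATP read after overnight thapsigargin exposure of roughly 18 to 22 hours; normalized against plate controls of thapsigargin alone and 5% DMSO vehicle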
WT yeast gro inh mutant strain = also measured in WT yeast gro inh; calls as there; inhibition, %; mitochondrial fusion phenotypic screen, mutant strain inhibition
Dengue-2 NS5 capping pilot replicate = also measured in Dengue-2 NS5 capping; calls as there; inhibition, %; measured here: pilot screen replicate inhibition
* marks the source's active call; other numbers are inactive results; i = inactive; ? = inconclusive; / = no result given; [ ] = dose if it differs, or a comment.

SMILES	XIAP antagonists	RSV CPE inhibition	UTI89 phage lysis	West Nile antiviral	SV40 large T antigen	Yfh1-depleted yeast	Dengue-2 NS5 capping	WT yeast gro inh	WT yeast gro inh mutant strain	ER stress rescue	others
Cc1ccc2nc(NC(=O)c3cccc(-c4cc5ccccc5oc4=O)c3)sc2c1	-1.2%	4.4%	/	12.0%	14.2%	i	/	-4.8	-23.9	-1.8%
ON1C(c2ccccc2C(F)(F)F)N(O)[C@H]2CCCC[C@H]21 (stereo partly drawn)	-4.1%	1.8%	0.4%	0.2%	-2.1%	i	-7.4%	-6.0	-7.2	3.6%
COc1ccc(NC(=O)Cn2ncc(Cl)c(Cl)c2=O)cc1S(=O)(=O)N1CCOCC1	-3.1%	10.2%	2.4%	-1.3%	15.8%	i	3.6%	-6.2	-11.1	-1.5%
Cn1c(CNC(=O)C2CCCCC2)cc2cc(Cl)ccc21	/	7.8%	-1.6%	0.8%	4.8%	/	-8.0%	/	/	/
CN(CC(=O)Nc1ccccc1C(F)(F)F)C(=O)CSc1nnnn1C	-5.7%	-1.3%	1.4%	0.1%	8.7%	i	0.0%	-5.2	9.7	-1.5%
CCCCOc1ccccc1C1C(C(=O)OC)=C(C)N(C)C(C)=C1C(=O)OC	-5.4%	74.0%	-0.6%	-0.8%	4.4%	i	-4.1%	3.2	-6.3	-1.6%	Dengue-2 NS5 capping pilot replicate=1.8
CC(=O)Nc1ccc(CN2CCCC(C(=O)c3cccc(C(F)(F)F)c3)C2)cc1 (stereo not drawn)	-2.3%	-0.9%	0.1%	-0.8%	8.2%	i	0.9%	5.1	1.3	-0.1%
CC1CCCCN1Cc1c(C#N)c2ccccc2n1C (stereo not drawn)	-3.1%	/	0.3%	-0.3%	6.3%	i	-6.7%	-9.1	13.2	-0.4%
CCC(C(=O)NC1CCCC1)N(Cc1ccccc1Cl)C(=O)c1snc(C(N)=O)c1N (stereo not drawn)	/	2.7%	0.7%	1.0%	11.8%	/	-11.6%	/	/	/
Cc1ccccc1C(=O)NNC(=O)c1cccc([N+](=O)[O-])c1	-6.1%	0.9%	0.5%	1.6%	1.8%	i	0.8%	-1.6	-6.4	-1.0%
Cc1nccn1-c1ccc(C(F)(F)F)cc1[N+](=O)[O-]	-7.2%	1.8%	0.1%	-0.4%	7.0%	i	/	-28.5	-13.6	-0.2%
Cc1[nH]c2ccccc2c1N=Nc1c(C)n(C)n(-c2ccccc2)c1=O	-2.2%	2.1%	-0.2%	-0.3%	6.6%	i	10.3%	-9.7	17.8	/
Cc1ccc(C(=O)C2=C(O)C(=O)N(CCCN3CCOCC3)C23C(=O)N(C)c2ccccc23)o1 (stereo not drawn)	-5.5%	3.0%	1.6%	0.4%	7.2%	i	6.4%	6.5	-2.0	-0.2%
CC1=NN(c2ccccc2)C(=O)/C1=C\c1c(C)[nH]n(-c2ccccc2)c1=O	-2.3%	-0.8%	0.4%	-0.3%	13.3%	i	8.2%	1.3	2.1	-4.6%
CN(C)CCNC(=O)COc1cccc(Cl)c1	0.7%	-0.7%	0.3%	0.1%	1.4%	i	2.8%	13.1	12.8	-2.4%
O=C(NCCOc1ccccc1)C1CCC(=O)N(CCN2CCOCC2)C1 (stereo not drawn)	/	-0.2%	0.1%	0.3%	6.2%	/	4.4%	/	/	/
N#Cc1c(-c2ccc(Cl)cc2)c2c([nH]c1=S)CCCC2	-6.8%	-0.5%	-2.0%	-0.4%	25.6%	i	-12.8%	13.2	15.7	-1.6%
Cc1ccccc1S(=O)(=O)N(CC(O)CN1C(=O)NC(C)(C)C1=O)c1ccccc1 (stereo not drawn)	/	0.9%	-0.2%	-0.2%	18.1%	/	-8.0%	/	/	/
CCC1C(=O)NCCN1C(=O)c1ccc(OC)c(OC2CCN(C(C)=O)CC2)c1 (stereo not drawn)	/	1.3%	0.5%[50 µM]	0.6%	20.7%	/	-5.8%	/	/	/
CCC(C(=O)OC)n1cnc2c(nnn2-c2cccc(Cl)c2)c1=O (stereo not drawn)	-8.3%	-0.5%	-0.9%	0.1%	4.6%	i	-4.8%	7.6	2.4	0.5%
CC1(C)Cc2c(C#N)c(SCC(=O)O)nc(N3CCOCC3)c2CO1	/	1.7%	0.1%	/	8.6%	/	2.3%	/	/	/
CCOC(=O)c1ccc(NC(=O)c2sc3nc(N4CCOCC4)c4c(c3c2N)CCCC4)cc1	/	15.4%	0.1%	0.6%	8.9%	/	11.4%	/	/	/
CC(C)NC(=O)c1ccc(-c2ccc(Cl)c(C(F)(F)F)c2)o1	-3.4%	1.2%	8.6%	-0.9%	1.3%	i	-6.5%	14.1	17.3	1.5%
CC(=O)N1CCC(N(C(=O)Nc2ccc(Cl)cc2)C(C)C)CC1	/	-1.4%	0.2%	-0.1%	3.1%	i	-7.1%	/	/	/
CC(C)(C)c1cc(NC(=O)C2CCCO2)no1 (stereo not drawn)	-0.9%	1.4%	-1.1%	0.3%	4.8%	i	-4.0%	4.4	17.8	/
CCCC/C(O)=C1\C(=O)CCCC1=NCCc1c(C)[nH]c2ccccc12	/	-0.8%	-0.1%	0.0%	11.0%	i	-5.4%	/	/	/
COc1ccccc1CCN1CCCC(CN(C)C(=O)CCC(N)=O)C1 (stereo not drawn)	/	0.3%	0.2%	0.0%	1.9%	/	4.0%	/	/	/
CCc1ccccc1NC(=O)c1ccc2nc(N3CCOCC3)sc2c1	/	0.2%	0.9%	-1.2%	/	/	-2.8%	/	/	/
CC(C)(C)CC(=O)Nc1ccccc1N1CCN(c2ccc(F)cc2)CC1	/	11.5%	0.3%	-1.3%	7.9%	/	/	/	/	/
O=C(COc1ccc(/C=N/NS(=O)(=O)c2ccccc2)cc1)NCc1ccccc1	-5.4%	1.5%	0.5%	1.0%	9.2%	i	3.9%	9.6	3.6	-2.1%
CCN1C(=O)[C@H]2[C@@H](c3ccc(C)cc3)N3C(=O)N(c4ccc(OC)cc4)C(=O)[C@@]3(Cc3ccc(Cl)cc3)[C@H]2C1=O	/	4.5%	-0.7%	-0.8%	11.1%	/	-8.7%	/	/	/
Cc1cc(Nc2ccc(F)cc2)n2nc(C)nc2n1	-1.7%	0.5%	3.8%	-0.4%	0.4%	i	-0.7%	4.8	-2.1	0.1%
Nn1c(SCC(=O)NC(=O)NC2CCCC2)nnc1-c1ccccc1F	-5.5%	1.7%	0.1%	0.0%	8.8%	i	-2.1%	9.7	2.8	-1.5%
COc1cc(/C=C2\SC(=O)N(c3cccc(Cl)c3)C2=O)cc([N+](=O)[O-])c1O	-7.7%	/	-0.2%	-0.9%	/	i	/	56.4	16.0	-0.2%
CCc1nnc(NC(=O)CCC(=O)NC2CCCCCCC2)s1	/	1.3%	0.3%	0.7%	-1.1%	/	0.0%	/	/	/
COc1ccc(CCNS(=O)(=O)c2cccc([N+](=O)[O-])c2)cc1	/	0.5%	-0.9%	0.0%	10.5%	/	/	/	/	/
Cc1ccc(NC(=O)CSCC(=O)NC2CCCCC2)cc1	-6.0%	0.3%	0.8%[50 µM]	-0.8%	28.0%	i	3.2%	-11.4	19.1	-4.7%
COc1cc(/C=C/c2nc3ccccc3c(=O)[nH]2)cc(OC)c1OC	/	1.5%	0.1%	0.7%	7.4%	/	-10.6%	/	/	/
c1ccc(CSc2nnc(Cc3ccccn3)o2)cc1	-5.2%	1.5%	0.3%	0.0%	4.1%	i	-4.8%	-4.3	4.3	0.0%
COc1c(/C=C2\SC(=Nc3ccccc3Cl)NC2=O)cccc1[N+](=O)[O-]	/	10.6%	-2.1%	-0.9%	-2.0%	/	13.6%	/	/	/
CC1CC(C)CN(C(=O)C2CCN(S(=O)(=O)c3ccc4c(c3)CC(C)N4C(=O)C3CC3)CC2)C1 (stereo not drawn)	/	4.4%	0.2%	0.1%	17.2%	/	-0.9%	/	/	/
O=C(NCCOc1ccccc1)C1CCC(=O)N(CCc2ccc(Cl)cc2)C1 (stereo not drawn)	/	1.6%	0.3%[50 µM]	0.6%	5.2%	/	3.2%	/	/	/
NC(=O)CCN(Cc1ccccc1)S(=O)(=O)c1ccccc1	-3.0%	0.3%	1.0%	-0.1%	-1.2%	i	-6.1%	12.8	3.1	-1.2%
c1ccc(-c2cc(-c3nnco3)c3ccccc3n2)nc1	-7.4%	4.9%	0.0%	0.1%	7.3%	i	8.3%	-14.7	25.6	-0.7%
CCCc1ncc(C(O)(c2ccccc2)c2ccc(C)cc2)n1C (stereo not drawn)	-4.9%	0.2%	10.5%	-0.5%	7.3%	i	1.5%	16.1	7.2	-0.7%
COc1ccc(S(=O)(=O)N2CCN(c3c(C)cccc3C)CC2)cc1OC	-4.3%	1.9%	7.6%	-0.6%	4.0%	i	-0.7%	13.4	-8.4	-0.6%
Cc1nc2ccccn2c1C(=O)CSc1ccccc1	-2.2%	?	-0.1%	-0.3%	7.6%	i	-12.2%	22.4	7.5	/
C/C=C(\C)C(=O)N1CC2(CC(c3cccc(NC(=O)COc4ccc(Cl)cc4)c3)=NO2)C[C@@H]1C(N)=O (stereo partly drawn)	/	4.5%	1.9%	0.0%	7.7%	i	-9.8%	/	/	/
OCCCNc1ncnc2oc(-c3ccccc3)c(-c3ccccc3)c12	/	0.1%	-0.6%[50 µM]	-0.8%	2.4%	/	0.0%	/	/	/
CCCn1c(=NC(=O)CCS(=O)(=O)c2ccccc2)sc2cc(S(N)(=O)=O)ccc21	/	-1.0%	-0.5%[50 µM]	/	10.5%	/	-7.3%	/	/	/
Cc1ccc(C)c(N2CCN(C(=O)Cn3cccc3)CC2)c1	-4.3%	-0.4%	-1.2%	-0.2%	10.8%	i	-12.0%	4.7	7.5	-0.2%
Cc1ccc(NC(=O)COC(=O)CCC(=O)c2cccs2)c(C)c1	-3.7%	1.0%	0.8%	0.2%	0.0%	i	-2.3%	6.0	-1.1	0.4%
COC(=O)CCSc1cc([N+](=O)[O-])cc2c1c(C1OCCO1)nn2-c1ccccc1	-9.8%	2.7%	4.4%	0.0%	13.8%	i	0.7%	-4.1	-13.3	1.9%
O=C(NCCCCc1ccccc1)C1CC(c2ccccc2C(F)(F)F)=NO1 (stereo not drawn)	/	0.0%	2.4%	0.1%	-1.4%	i	-1.6%	/	/	/
Cn1ncc(Br)c1N1C(=O)CCC1=O	/	0.4%	/	0.7%	6.7%	i	/	/	/	/
Cc1ccc(OCc2nnc(SCc3nc4ccccc4[nH]3)n2Cc2ccco2)cc1	-2.1%	1.4%	-0.1%[50 µM]	0.1%	22.1%	i	9.0%	31.2	27.5	0.8%
